Screens from PubChem.
CSN inh – inhibitors of CSN-mediated cullin deneddylation, primary screen, biochemical, fluorescence polarization, uHTS; inhibition, % at 12.5 µM; COP9 signalosome complex subunit 5 (Homo sapiens), Q92905; Purified CSN, SCF-Nedd8-OG deneddylation; AID 651999, 2013; actives 0.38% (n = 360,000);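 active = pattern-corrected inhibition above about 35%, with an unprinted fluorescence ratio check between 0.5 and 1.5, limit read from the data, passing the limit was not always enough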;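 note: 0% = enzyme with substrate and 100% = substrate without enzyme; some results filed as inactive read as strong as hits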
Target sequence (Q92905 whole entry, looked up, one chain of several): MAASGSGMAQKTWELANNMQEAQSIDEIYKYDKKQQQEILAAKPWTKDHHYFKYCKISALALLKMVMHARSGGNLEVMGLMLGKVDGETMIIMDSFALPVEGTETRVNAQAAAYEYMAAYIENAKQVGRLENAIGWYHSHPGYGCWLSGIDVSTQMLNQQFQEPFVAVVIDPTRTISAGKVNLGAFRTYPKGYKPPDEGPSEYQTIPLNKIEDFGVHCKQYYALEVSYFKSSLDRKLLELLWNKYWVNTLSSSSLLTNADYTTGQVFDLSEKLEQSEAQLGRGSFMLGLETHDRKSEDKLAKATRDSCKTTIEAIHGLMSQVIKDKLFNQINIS
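Detection – fluorescence polarization · System – HEK293T-derived human Csn5 enzyme · Controls – substrate-only high control, full reaction low control · Timing – 90 min, room temperature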
SKN-1 block – suppressors of acrylamide-induced Pgst-4::GFP reporter in worms, primary screen, SKN-1 inhibitor project, whole organism, uHTS, GFP/RFP fluorescence ratio, strain VP596. AID 624304, 2012. actives 0.49% (n = 360,000). inhibition, % at 21.8 µM. C. elegans VP596 Pgst-4::GFP/RFP ratio, 24 h;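 active = interference check ratio from 0.5 to 1.5 plus GFP to RFP signal ratio inhibition reaching or exceeding a fixed threshold, cut at about 30% in these data, passing the limit was not always enough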; note: some compounds called inactive have numbers as strong as hits
Neddylation inh – inhibitors of cullin neddylation, primary screen, biochemical, TR-FRET, uHTS, NAE and Ubc12; NEDD8-conjugating enzyme Ubc12 (Homo sapiens) + NEDD8-activating enzyme E1 regulatory …; calls only at 25 µM; actives 0.58% (n = 360,000); AID 651699, 2012; in the data active = inhibition above about 36%
Rpn11 block – Rpn11 (PSMD14) deubiquitinase inhibitors, primary screen, biochemical, fluorescence polarization, uHTS; 26S proteasome non-ATPase regulatory subunit 14 (Homo sapiens), O00487; human 26S proteasome, Ub4-pepOG fluorescence polarization; 20S core pre-blocked with epoxomicin; calls only at 20 µM; actives 0.59% (n = 360,000);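 active = inhibition at 20 µM, scaled to each plate's controls, above about 33%, limit read from the data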
Target sequence (O00487 whole entry, looked up): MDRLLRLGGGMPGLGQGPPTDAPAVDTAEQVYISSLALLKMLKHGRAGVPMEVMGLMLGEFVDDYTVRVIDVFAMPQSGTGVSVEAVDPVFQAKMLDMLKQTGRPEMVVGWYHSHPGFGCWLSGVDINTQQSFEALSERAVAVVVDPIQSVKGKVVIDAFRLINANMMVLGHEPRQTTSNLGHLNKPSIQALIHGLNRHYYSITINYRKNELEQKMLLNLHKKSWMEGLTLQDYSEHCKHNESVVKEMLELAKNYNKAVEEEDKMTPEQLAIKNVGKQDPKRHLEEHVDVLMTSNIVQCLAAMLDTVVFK
MLLE-PAM2 inh – inhibitors of PABP1 MLLE–PAM2 peptide binding, primary screen, biochemical, fluorescence polarization, FITC-PAM2, GST-MLLE | Polyadenylate-binding protein 1 (Homo sapiens), P11940 | actives 0.36% (n = 360,000) | inhibition, % at 20 µM; in the data active = inhibition above about 35%, passing the limit was not always enough;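 note: plate controls were DMSO wells with GST-MLLE for no effect and wells lacking GST-MLLE protein for full effect; some results filed as inactive read as strong as hits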
FAS-TE inh – FAS thioesterase domain inhibitors, primary screen, biochemical, fluorescence intensity, uHTS; Fatty acid synthase (Homo sapiens), P49327; inhibition, % at 15 µM; actives 0.67% (n = 360,000); recombinant FAS-TE, OMFH fluorogenic substrate, fluorescence endpoint;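 active = compounds whose normalised, plate-corrected inhibition of enzyme fluorescence in the single-dose primary screen is 50% or more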;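 note: 0% = DMSO with enzyme and 100% = substrate without enzyme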
Rin1 Abl inh – inhibitors of Rin1-Abl protein binding, primary screen, biochemical, TR-FRET. inhibition, % at 7.35 µM. actives 0.4% (n = 360,000); in the data active = inhibition above about 5%, passing the limit was not always enough
MT1-MMP act inh – blockers of MT1-MMP proenzyme processing, primary screen, HT1080 RFP-PRO-GFP cells, GFP/RFP fluorescence; Matrix metalloproteinase-14 (Homo sapiens), P50281; GFP/RFP ratio fluorescence, overnight; percent of plate control window, DMSO zero; GFP/RFP ratio change, % at 20 µM; actives 0.061% (n = 360,000);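 active = GFP/RFP ratio change of at least 30% with cell ATP level not reduced by more than half and red fluorescence within 50% of control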; note: strong numbers were not always called active
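Assay system: HT1080 RFP-PRO-GFP cells. Benchmarks: DMSO vehicle wells and RFP-L50D-GFP reporter cell wells. Times: overnight cell settling, then overnight compound exposure, 37 °C, 5% CO2. Compound: 20 µM single dose, 1% DMSO. Read-out basis: GFP/RFP fluorescence ratio.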
NadD block – inhibitors of S. aureus NadD, primary screen, biochemical, colorimetric, uHTS; purified NadD enzyme, colorimetric absorbance read-out; Nicotinate-nucleotide adenylyltransferase NadD (Staphylococcus aureus N315); inhibition, % at 20 µM; actives 0.78% (n = 360,000); in the data active = inhibition above about 26%; note: some compounds past the cut are filed as inactive
* hit, by the source's call; i = inactive; x = not tested or not shown.

| SMILES | CSN inh | SKN-1 block | Neddylation inh | Rpn11 block | MLLE-PAM2 inh | FAS-TE inh | Rin1 Abl inh | MT1-MMP act inh | NadD block |
| --- | --- | --- | --- | --- | --- | --- | --- | --- | --- |
| N#Cc1ccc(C(=O)Nc2cccc(S(=O)(=O)NC3=NCCC3)c2)cc1 | 0 | -4 | i | i | -5 | -4 | 1 | -1 | 0 |
| COc1ccc(C(=O)Nc2ccc(C3CC3(Cl)Cl)cc2)cc1 (stereo not given) | 2 | 9 | i | i | 9 | 4 | 0 | 1 | -7 |
| O=C(NCC(=O)N1CCN(c2ccccc2)CC1)c1ccc(Br)o1 | -4 | 4 | i | i | -10 | -2 | -1 | -3 | -4 |
| CC(C)(C)c1ccc(OCC(=O)Nc2ccncc2)c(Br)c1 | 6 | 2 | i | i | -14 | -6 | -2 | 1 | -7 |
| CCCOC(=O)c1ccc(NC(=O)c2cc(OC)c(OC)c(OC)c2Br)cc1 | 8 | 9 | i | i | 16 | 14 | 0 | 2 | -15 |
| COC(=O)c1ccccc1OCC(=O)N1CCN(c2ccc(OC)cc2)CC1 | -1 | 3 | i | i | 5 | -6 | -1 | -2 | 0 |
| O=C(NC1CCc2ccccc21)c1cc(COc2c(F)cccc2F)on1 (stereo not given) | -5 | -4 | i | i | -2 | 18 | -2 | 2 | -3 |
| COc1ccc(NC(=O)CCC(=O)c2ccc(C(C)C)cc2)cc1 | 4 | 28 | i | i | 6 | 4 | 2 | -2 | -5 |

Entries above that contain nitrogen in an aromatic ring, in the order listed:
| SMILES | CSN inh | SKN-1 block | Neddylation inh | Rpn11 block | MLLE-PAM2 inh | FAS-TE inh | Rin1 Abl inh | MT1-MMP act inh | NadD block |
| --- | --- | --- | --- | --- | --- | --- | --- | --- | --- |
| CC(C)(C)c1ccc(OCC(=O)Nc2ccncc2)c(Br)c1 | 6 | 2 | i | i | -14 | -6 | -2 | 1 | -7 |
| O=C(NC1CCc2ccccc21)c1cc(COc2c(F)cccc2F)on1 (stereo not given) | -5 | -4 | i | i | -2 | 18 | -2 | 2 | -3 |

Carrying on:
| SMILES | CSN inh | SKN-1 block | Neddylation inh | Rpn11 block | MLLE-PAM2 inh | FAS-TE inh | Rin1 Abl inh | MT1-MMP act inh | NadD block |
| --- | --- | --- | --- | --- | --- | --- | --- | --- | --- |
| CSc1ccccc1NC(=O)CN(C)C(=O)Cc1c(F)cccc1Cl | 1 | 11 | i | i | 8 | -4 | 1 | -2 | -7 |
| FC(F)(F)c1ccccc1C1=CC(c2ccccc2)n2ncnc2N1 (stereo not given) | -1 | 6 | x | i | 7 | 1 | 4 | -3 | -2 |
| CCN(CC)S(=O)(=O)c1ccc(C)c(NC(=S)NNC(=O)C2CC2)c1 | -12 | 0 | i | i | -22 | -13 | 1 | -3 | -6 |
| COCCN=C1NN=C(c2cc(C)n(CC3CCCO3)c2C)CS1 (stereo not given) | 0 | 2 | i | i | 21 | -30 | -3 | 1 | 1 |
| N#Cc1ccc(OCC(=O)Nc2ccccc2NS(=O)(=O)c2cccs2)cc1 | -1 | 9 | i | i | -4 | -1 | -1 | -4 | 2 |
| O=C(CN(C(=O)CNC(=O)c1cccs1)c1cccc(F)c1)NC1CCCCC1 | 1 | -13 | i | i | -5 | -2 | 0 | x | -3 |
| C#CCNCCS(=O)(=O)N(Cc1ccc(Br)cc1)[C@@H](C)C(=O)O | 0 | -7 | i | i | -3 | -9 | 1 | 6 | -6 |
| CCn1c(SCC(=O)c2[nH]c(C)c(C(C)=O)c2C)nnc1-c1ccccc1 | -3 | -19 | i | i | -8 | -2 | 1 | -2 | 4 |

Three structures from above, arranged by SMILES length, rising:
| SMILES | CSN inh | SKN-1 block | Neddylation inh | Rpn11 block | MLLE-PAM2 inh | FAS-TE inh | Rin1 Abl inh | MT1-MMP act inh | NadD block |
| --- | --- | --- | --- | --- | --- | --- | --- | --- | --- |
| CSc1ccccc1NC(=O)CN(C)C(=O)Cc1c(F)cccc1Cl | 1 | 11 | i | i | 8 | -4 | 1 | -2 | -7 |
| N#Cc1ccc(OCC(=O)Nc2ccccc2NS(=O)(=O)c2cccs2)cc1 | -1 | 9 | i | i | -4 | -1 | -1 | -4 | 2 |
| C#CCNCCS(=O)(=O)N(Cc1ccc(Br)cc1)[C@@H](C)C(=O)O | 0 | -7 | i | i | -3 | -9 | 1 | 6 | -6 |

The results go on:
| SMILES | CSN inh | SKN-1 block | Neddylation inh | Rpn11 block | MLLE-PAM2 inh | FAS-TE inh | Rin1 Abl inh | MT1-MMP act inh | NadD block |
| --- | --- | --- | --- | --- | --- | --- | --- | --- | --- |
| COc1cccc(C(=O)OCC(=O)Nc2ccc(N3CCOCC3)cc2)c1 | -2 | 9 | i | i | -11 | -9 | 2 | 1 | -6 |
| Cc1ccc(C)c(C(=O)C(C)OC(=O)CN2C(=O)NC3(CC(C)CC(C)(C)C3)C2=O)c1 (stereo not given) | 3 | 8 | i | i | -14 | 11 | 3 | 3 | -2 |
| COCCN1C(=O)CSCC1(C)C(=O)NCc1ccccc1 (stereo not given) | -3 | 9 | i | x | x | x | x | 13 | x |
| Cc1ccc(S(=O)(=O)N2C[C@]3(O)C[C@@H]4C(=O)N(c5ccccc5)C(=O)[C@@H]4C[C@]3(OC(=O)Nc3c(C)noc3C)C2)cc1 | 4 | 2 | i | i | -1 | -4 | 2 | 1 | 2 |
| CC(C)(C)OC(=O)N1CCN(Cc2ccc(F)c(B(O)O)c2)CC1 | 6 | -16 | i | i | 11 | 0 | -5 | x | 1 |
| O=C1C=CN(Cc2ccccc2)CC1 | 3 | 4 | i | i | 1 | -8 | 3 | 0 | 4 |
| COc1ccccc1/C=N/NC(=O)CCSc1ccccc1 | 0 | 1 | i | i | -3 | -8 | 3 | 0 | -2 |
| O=C(Nc1ccccc1F)Nc1ccccc1N1CCCCC1 | 1 | 5 | i | i | -7 | 23 | -2 | -10 | -5 |

Record cards, as listed above. Order of screens: CSN inh | SKN-1 block | Neddylation inh | Rpn11 block | MLLE-PAM2 inh | FAS-TE inh | Rin1 Abl inh | MT1-MMP act inh | NadD block
`O=C(Nc1ccccc1F)Nc1ccccc1N1CCCCC1` across the screens: 1 | 5 | i | i | -7 | 23 | -2 | -10 | -5
`Cc1ccc(S(=O)(=O)N2C[C@]3(O)C[C@@H]4C(=O)N(c5ccccc5)C(=O)[C@@H]4C[C@]3(OC(=O)Nc3c(C)noc3C)C2)cc1` across the screens: 4 | 2 | i | i | -1 | -4 | 2 | 1 | 2
`Cc1ccc(C)c(C(=O)C(C)OC(=O)CN2C(=O)NC3(CC(C)CC(C)(C)C3)C2=O)c1` (stereo not given) across the screens: 3 | 8 | i | i | -14 | 11 | 3 | 3 | -2
`COc1ccccc1/C=N/NC(=O)CCSc1ccccc1` across the screens: 0 | 1 | i | i | -3 | -8 | 3 | 0 | -2
`COc1cccc(C(=O)OCC(=O)Nc2ccc(N3CCOCC3)cc2)c1` across the screens: -2 | 9 | i | i | -11 | -9 | 2 | 1 | -6

Carrying on.
| SMILES | CSN inh | SKN-1 block | Neddylation inh | Rpn11 block | MLLE-PAM2 inh | FAS-TE inh | Rin1 Abl inh | MT1-MMP act inh | NadD block |
| --- | --- | --- | --- | --- | --- | --- | --- | --- | --- |
| O=C(Nc1ccc2c(c1)OCO2)C1CC1 | -3 | 18 | i | i | 3 | -8 | 4 | 0 | -3 |
| COc1ccc(NC(=O)COC(=O)c2ccc(S(=O)(=O)N3CC(C)CC(C)C3)cc2)cc1OC (stereo not given) | 1 | 1 | i | i | -11 | 19 | 3 | 0 | -7 |
| O=C(CCC(=O)Nc1ccccc1)N/N=C/c1ccncc1 | 2 | -23 | i | i | -5 | -2 | 3 | 3 | 0 |
| Cc1ccsc1C(=O)Nc1cc(C(C)(C)C)nn1-c1ccccc1 | 0 | 4 | i | i | 4 | 5 | -4 | 2 | -4 |
